# Screens deposited in PubChem by several laboratories.
# CSN inh = inhibitors of CSN-mediated cullin deneddylation, primary screen, biochemical, fluorescence polarization, uHTS; COP9 signalosome complex subunit 5 (Homo sapiens), Q92905; Purified CSN, SCF-Nedd8-OG deneddylation; 0.38% of 360,000 active; inhibition, % at 12.5 µM;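 active = pattern-corrected inhibition above about 35%, with an unprinted fluorescence ratio check between 0.5 and 1.5, limit read from the data, passing the limit was not always enough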;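 also: 0% = enzyme with substrate and 100% = substrate without enzyme; some results filed as inactive read as strong as hits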
#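 Assay system: HEK293T-derived human Csn5 enzyme; quantity: 0.24 nM enzyme; medium: Tris/NaCl/DTT buffer, pH 7.5; also added: substrate SCFSkp2-Nedd8OG, 10 nM; doses: 12.5 µM compound; schedule: 90 min reaction at room temperature; signal: FP; read-out: % inhibition of substrate cleavage by Csn5; benchmarks: substrate-only high control, full reaction low control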
# Rpn11 inh = Rpn11 (PSMD14) deubiquitinase inhibitors, primary screen, biochemical, fluorescence polarization, uHTS; human 26S proteasome, Ub4-pepOG fluorescence polarization; 20S core pre-blocked with epoxomicin; calls only at 20 µM; 0.59% of 360,000 active;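 active = inhibition at 20 µM, scaled to each plate's controls, above about 33%, limit read from the data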
# NadD inh = inhibitors of S. aureus NadD, primary screen, biochemical, colorimetric, uHTS. purified NadD enzyme, colorimetric absorbance read-out. 0.78% of 360,000 active. Nicotinate-nucleotide adenylyltransferase NadD (Staphylococcus aureus N315). inhibition, % at 20 µM; in the data active = inhibition above about 26%; also: some compounds past the cut are filed as inactive
# STEP inh = STEP phosphatase inhibitors, primary screen, biochemical, fluorescence intensity, uHTS | recombinant STEP, OMFP fluorogenic substrate | inhibition, % at 20 µM | 0.25% of 360,000 active | AID 588621, 2011;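 active = inhibition at 20 µM, scaled per plate between control wells, above about 37%, limit read from the data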;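 also: 0% = DMSO with enzyme and substrate and 100% = substrate only without enzyme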
#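 Assay system: isolated STEP enzyme. Buffer or medium: pH 6.0 Bis-Tris with DTT and Tween 20. Also added: fluorogenic phosphatase substrate OMFP at 25 µM final. Dosing: 20 µM, 1% DMSO. Timing: 20 min reaction, room temperature, in the dark. Measured by: fluorescence intensity, excitation 480 nm, emission 540 nm. Evaluation: normalized % inhibition.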
# DNMT1 inh = human DNMT1 methyltransferase inhibitors, primary screen, biochemical, molecular beacon, fluorescence, HinP1I cleavage, uHTS | inhibition (reported as % activation of signal), % at 10 µM | 0.83% of 360,000 active; in the data active = inhibition above about 50%
# Neddyl block = inhibitors of cullin neddylation, primary screen, biochemical, TR-FRET, uHTS, NAE and Ubc12 | NEDD8-conjugating enzyme Ubc12 (Homo sapiens) + NEDD8-activating enzyme E1 regulatory … | calls only at 25 µM | 0.58% of 360,000 active | AID 651699, 2012; in the data active = inhibition above about 36%
# Target sequence (P61081 whole entry, looked up): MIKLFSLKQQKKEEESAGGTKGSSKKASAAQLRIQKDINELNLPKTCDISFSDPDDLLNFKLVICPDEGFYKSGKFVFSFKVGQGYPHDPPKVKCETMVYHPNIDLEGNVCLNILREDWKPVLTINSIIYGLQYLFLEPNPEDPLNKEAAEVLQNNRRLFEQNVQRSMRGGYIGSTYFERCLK
# Target sequence (Q13564 whole entry, looked up): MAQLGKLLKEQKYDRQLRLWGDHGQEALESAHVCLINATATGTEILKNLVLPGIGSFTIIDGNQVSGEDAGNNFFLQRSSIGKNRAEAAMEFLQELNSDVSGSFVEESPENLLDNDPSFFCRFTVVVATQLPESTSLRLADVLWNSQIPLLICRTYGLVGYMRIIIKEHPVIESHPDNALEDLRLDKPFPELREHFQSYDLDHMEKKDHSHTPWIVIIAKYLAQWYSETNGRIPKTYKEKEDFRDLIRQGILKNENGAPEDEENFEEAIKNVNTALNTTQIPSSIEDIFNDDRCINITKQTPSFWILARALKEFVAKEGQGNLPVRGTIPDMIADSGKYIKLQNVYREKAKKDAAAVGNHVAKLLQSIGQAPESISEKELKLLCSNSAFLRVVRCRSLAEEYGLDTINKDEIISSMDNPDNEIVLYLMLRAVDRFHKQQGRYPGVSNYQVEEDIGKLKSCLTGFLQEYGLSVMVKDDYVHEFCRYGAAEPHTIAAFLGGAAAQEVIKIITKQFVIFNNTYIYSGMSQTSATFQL
# LMPTP block = LMPTP phosphatase inhibitors, primary screen, biochemical, fluorescence intensity, uHTS | 0.22% of 360,000 active | inhibition, % at 20 µM | recombinant LMPTP-A, OMFP fluorogenic substrate;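 active = compounds that cut the enzyme signal by at least half of the control window in the single-dose screen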;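 also: plate controls were DMSO wells with enzyme plus substrate for no effect and substrate without enzyme for full effect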
#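 Test system – LMPTP-A enzyme · Amount – LMPTP-A at 0.625 nM final in the reaction · Buffer or medium – Bis-Tris pH 6.0, DTT, detergent · Reagent – OMFP 400 µM · Doses – single 20 µM dose · Schedule – reaction 50 min, room temperature, dark · Detection – fluorescence intensity of OMFP turnover product · Evaluation – percent inhibition versus substrate-only and uninhibited controls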
# SUMO1-SIM PPI = modulators of SUMO1 protein-protein interactions, primary screen, biochemical, uHTS; Small ubiquitin-related modifier 1 (Homo sapiens), P63165; SUMO1 binding to a labelled peptide, TR-FRET, 1 h; inhibition, % at 20 µM; 0.33% of 360,000 active; in the data active = inhibition above about 37%
# Target sequence (P63165 whole entry, looked up): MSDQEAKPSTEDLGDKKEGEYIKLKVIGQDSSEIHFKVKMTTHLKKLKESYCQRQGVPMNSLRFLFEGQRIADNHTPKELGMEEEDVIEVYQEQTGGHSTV
# Rin1 Abl inh = inhibitors of Rin1-Abl protein binding, primary screen, biochemical, TR-FRET; Tyrosine-protein kinase ABL1 (Homo sapiens) + Ras and Rab interactor 1 (Homo sapiens), …; inhibition, % at 7.35 µM; 0.4% of 360,000 active; in the data active = inhibition above about 5%, passing the limit was not always enough
# Scp-1 inhibitor = Scp-1 phosphatase inhibitors, primary screen, biochemical, colorimetric, uHTS; AID 493091, 2011; Carboxy-terminal domain RNA polymerase II polypeptide A small phosphatase 1 (Homo …; Recombinant Scp1, phosphopeptide, malachite green phosphate absorbance; inhibition, % at 20 µM; 0.88% of 340,000 active;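 active = inhibition above about 50% at 20 µM, limit read from the data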;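 also: plate controls were DMSO wells with enzyme for no effect and wells lacking enzyme for full effect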
# Target sequence (Q9GZU7 76-261 limits assumed): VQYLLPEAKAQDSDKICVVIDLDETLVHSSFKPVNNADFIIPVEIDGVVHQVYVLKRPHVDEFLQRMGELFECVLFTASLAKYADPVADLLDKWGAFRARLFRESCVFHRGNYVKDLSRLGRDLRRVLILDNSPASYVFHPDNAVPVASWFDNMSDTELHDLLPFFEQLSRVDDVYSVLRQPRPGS
#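 Test system: SCP-1 phosphatase catalytic domain, residues 76-261; measured by: colorimetric phosphate reagent with accelerator and stabiliser, absorbance at 630 nm; timing: enzyme reaction 45 min at room temperature, colour 5 min, stabilisation 30 min; also added: Phosphorylated 17-residue peptide substrate; compound dosing: one concentration, 20 µM, with 1.0% DMSO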
# An asterisk follows results filed as active; i = inactive; . = not tested or not shown.
SMILES,CSN inh,Rpn11 inh,NadD inh,STEP inh,DNMT1 inh,Neddyl block,LMPTP block,SUMO1-SIM PPI,Rin1 Abl inh,Scp-1 inhibitor
COc1ccccc1C(=O)NNC(=O)c1ccc(Br)cc1,-3,i,1,3,3,i,0.3,2,-3,-7
COc1ccc(NC(=O)COC(=O)Cc2coc3cc(OC)ccc23)c(OC)c1,1,i,-5,-1,-6,i,1.4,7,2,-8
CC1(C)CC2CC(C)(CN2C(=O)COC(=O)c2cccc(O)c2)C1 (stereo not given),-1,i,5,-2,2,i,-0.5,-3,1,-1
Cc1ccc(SCc2nc(-c3ccccn3)no2)cc1,-4,i,-3,1,1,i,-0.3,2,-3,-10
COc1ccc(S(=O)(=O)NCc2csc(C)n2)cc1OC,0,i,-1,-2,1,i,-1.3,4,2,-7
COc1cccc2sc(N(CCCN(C)C)C(=O)c3sc4ccccc4c3Cl)nc12,0,i,3,4,1,i,-0.8,-5,-7,8
CCc1nnc(NC(=O)CCC(=O)NCCc2ccccc2)s1,1,i,-5,-2,7,i,-0.8,1,0,-7
O=C(Nc1ccc(N2CCN(C(=O)c3ccc(Cl)cc3)CC2)cc1)c1ccc([N+](=O)[O-])o1,-2,i,4,2,7,i,1.8,-12,2,3
Cc1ccc(C2/C(=C(/O)c3ccc(OC(C)C)cc3)C(=O)C(=O)N2CCN2CCOCC2)cc1 (stereo not given),-3,i,11,-1,0,i,-1.1,-8,2,0
O=C(Nc1nnc(-c2ccc3c(c2)CCCC3)o1)c1ccccc1,2,i,8,2,0,i,1.1,11,2,-12
COc1ccc(-c2[nH]c3ccccc3c2SCCNC(=O)c2cc3ccccc3oc2=O)cc1,-4,i,10,1,-26,i,0.7,1,-2,-7
COc1cc(NC(=O)c2cccc([N+](=O)[O-])c2)ccc1NC(=O)c1ccco1,5,i,-3,1,-1,i,0.0,-1,-2,3
CCNc1nc(-c2cc(C)n(Cc3ccco3)c2C)cs1,27,i,23,0,-27,i,3.4,-1,2,-4
CCCN(CCC)CCNC(=O)C1(O)c2ccccc2NC(=O)N1c1cccc(OC)c1 (stereo not given),-6,i,3,-1,1,i,-2.1,-1,2,0
Cc1cc(OCC(=O)N2CCN(c3ncccn3)CC2)ccc1Cl,-1,i,0,-1,-2,i,0.0,-1,4,-7

# Overlap with the part before: 4 entries; new compounds follow.
SMILES,CSN inh,Rpn11 inh,NadD inh,STEP inh,DNMT1 inh,Neddyl block,LMPTP block,SUMO1-SIM PPI,Rin1 Abl inh,Scp-1 inhibitor
COc1cc(NC(=O)c2cccc([N+](=O)[O-])c2)ccc1NC(=O)c1ccco1,5,i,-3,1,-1,i,0.0,-1,-2,3
CCNc1nc(-c2cc(C)n(Cc3ccco3)c2C)cs1,27,i,23,0,-27,i,3.4,-1,2,-4
CCCN(CCC)CCNC(=O)C1(O)c2ccccc2NC(=O)N1c1cccc(OC)c1 (stereo not given),-6,i,3,-1,1,i,-2.1,-1,2,0
Cc1cc(OCC(=O)N2CCN(c3ncccn3)CC2)ccc1Cl,-1,i,0,-1,-2,i,0.0,-1,4,-7
COc1ccc(S(=O)(=O)Nc2cccc3c2O[C@@H](CN(C)Cc2ccc(C(=O)O)cc2)[C@@H](C)CN([C@H](C)CO)C3=O)cc1,-2,i,-4,-1,6,i,-1.6,10,-3,0
CN(C)C(CNC(=O)C1CCN(S(=O)(=O)c2ccc(Cl)cc2)CC1)c1ccccc1 (stereo not given),4,i,-10,2,1,i,-3.9,-4,0,-9
COc1ccccc1N(CC(=O)NCc1ccccc1)C(=O)CCC(=O)Nc1nccs1,-1,i,0,2,0,i,-0.3,1,2,-2
COc1ccccc1NC1=C(Cl)C(=O)N(C2CCCCC2)C1=O,0,i,-4,0,11,i,0.7,-9,-1,-14
CC(O)c1c(OCc2ccccc2)ncnc1OCc1ccccc1 (stereo not given),-1,i,-4,-1,2,i,-2.9,0,3,-6
COc1ccc(S(=O)(=O)Nc2cccnc2)cc1OC,0,i,-4,-1,-1,i,-2.8,3,4,-8
Cc1ccc(S(=O)(=O)N(CCC(=O)NCC(c2ccccc2)N(C)C)c2ccccc2)cc1 (stereo not given),6,i,-3,4,-1,i,-0.8,0,3,-7
CCc1ccc(CN(C)C(=O)CCc2nnc(Cc3cccc(C)c3)o2)nc1,2,i,7,2,1,i,-0.2,2,3,-7
CCN(CC)C(=O)CSc1nc(N)c2c3c(sc2n1)CC(C)CC3 (stereo not given),-1,i,0,2,-2,i,2.1,28,-2,-5
O=C(NNc1ncccc1Cl)c1c(Cl)cccc1Cl,1,i,-10,3,1,i,-1.7,1,0,-5
Cc1ccc(S(=O)(=O)N2CCN(C(=O)COC(=O)c3cccc(Cl)c3)CC2)c(C)c1,3,i,-12,2,-4,i,3.2,4,1,-7
Cc1ccc(C(=O)NN2C(=O)C3C4C=CC(C4)[C@@H]3C2=O)cc1 (stereo not given in full),2,i,2,-3,4,i,-1.1,1,-3,-11
Cc1cc(NS(=O)(=O)c2ccc(NC(=O)c3ccoc3C)cc2)nc(C)n1,1,i,1,-1,1,i,2.3,8,2,3
COc1ccc(-c2nc(-c3ccccc3)nc(Cl)c2C#N)cc1,4,i,2,4,0,i,0.4,10,-2,0
Cc1cccc(Cn2c(O)c(N=NC(=S)Nc3ccccc3F)c3ccccc32)c1,2,i,8,3,2,i,1.7,-6,1,-23
O=C(CCC(=O)OCCCC(F)(F)C(F)(F)F)Nc1ccccc1,-1,i,5,-3,6,i,1.5,-3,-1,-6
Cc1c(C(=O)OCC(=O)Nc2c(C)n(C)n(-c3ccccc3)c2=O)cccc1[N+](=O)[O-],9,i,-2,-2,5,i,0.4,-4,2,-8
O=C(O)COc1ccc(/C=C/c2nc3ccc([N+](=O)[O-])cc3s2)cc1,8,i,-7,1,-3,i,-0.4,-27,-4,-7
CCC(C)[C@H](NC(=O)NCc1ccccc1Cl)C(=O)O (stereo not given in full),-2,i,-3,0,0,i,-1.9,-2,0,-9
O=CNCc1nc2ccccc2n1CCc1ccccc1,1,i,-3,0,1,i,0.8,0,-1,-12
CC(=O)Nc1cncc(-c2ccccc2F)n1,-5,i,5,2,2,i,0.0,1,-1,.
Cc1nn(-c2ccccc2)c(N)c1-c1ccccc1,2,i,-1,-2,1,i,-0.7,1,7,-7
COCCCNC(=O)/C=C/c1c(Cl)cccc1Cl,-9,i,-1,0,-2,i,-0.8,2,-6,-11
COc1cc(C(O)c2nc(-c3cccc(NC(C)=O)c3)cs2)ccc1F (stereo not given),4,i,-6,0,-4,i,-0.8,0,0,.
CC(=O)N1c2c(cc(Br)cc2S(=O)(=O)NCc2ccccc2)CC1C (stereo not given),4,i,-3,-3,0,i,-0.9,2,2,-4
Cc1c(NC(=O)CN2C(=O)NC(C)(c3ccc4c(c3)OCCO4)C2=O)c(=O)n(-c2ccccc2)n1C (stereo not given),2,i,5,0,0,i,0.2,-1,-1,-1
Cc1cc(C(=O)NNC(=O)CCCCC(=O)NNC(=O)c2cc(C)[nH]n2)n[nH]1,-5,i,-3,-3,3,i,-1.8,-4,2,-1
NC(=O)CC(NC(=O)Cc1cccc2ccccc12)c1ccc(NC2CC3CCC2C3)c([N+](=O)[O-])c1 (stereo not given),9,i,10,1,36,i,2.0,-11,0,0
O=C(OCC(=O)N1CCCc2ccccc21)c1cccnc1Cl,0,i,-3,-3,0,i,-1.0,-3,2,-6
CC(C)(COC(=O)Nc1ccccc1)COC(=O)Nc1ccccc1,4,i,-6,0,-2,i,0.8,0,1,3

# Complete entries, looked up by structure:
# Shown for COCCCNC(=O)/C=C/c1c(Cl)cccc1Cl → CSN inh = -9; Rpn11 inh = i; NadD inh = -1; STEP inh = 0; DNMT1 inh = -2; Neddyl block = i; LMPTP block = -0.8; SUMO1-SIM PPI = 2; Rin1 Abl inh = -6; Scp-1 inhibitor = -11
# Shown for O=C(CCC(=O)OCCCC(F)(F)C(F)(F)F)Nc1ccccc1 → CSN inh = -1; Rpn11 inh = i; NadD inh = 5; STEP inh = -3; DNMT1 inh = 6; Neddyl block = i; LMPTP block = 1.5; SUMO1-SIM PPI = -3; Rin1 Abl inh = -1; Scp-1 inhibitor = -6

# Carrying on:
SMILES,CSN inh,Rpn11 inh,NadD inh,STEP inh,DNMT1 inh,Neddyl block,LMPTP block,SUMO1-SIM PPI,Rin1 Abl inh,Scp-1 inhibitor
COc1ccc(C(=O)OCC(=O)NCc2ccc3c(c2)OCO3)cc1S(=O)(=O)N1CCOCC1,0,i,0,-1,-1,i,1.0,2,3,27
Cc1ccc(-c2cc(C(F)F)n3ncc(C(=O)N4CCc5ccccc54)c3n2)cc1,7,i,6,2,-5,i,3.4,-6,0,-5
CCOC(=O)C1CCN(CCC(=O)Nc2cccc(Cl)c2C)CC1,0,i,5,-3,3,i,-1.6,-2,-1,-8
CCOc1cc(CNCCO)cc(Br)c1OCc1ccccc1,-1,i,-10,0,0,i,-0.4,-1,-3,3
Cc1ccc(NC(=O)c2cc(-c3ccccc3O)n[nH]2)cc1C,2,i,3,2,14,i,0.7,-3,-1,-5
COc1cccc(C(=O)NCCNc2nc3cc(C)cc(C)c3cc2C#N)c1,4,.,.,.,.,i,0.6,-11,.,.
Cc1cc(OCC(=O)N2CCCCCC2)ccc1[N+](=O)[O-],3,i,1,1,3,i,0.3,1,2,-5
